# Compound activity: PubChem BioAssay, several laboratories
# HSF-1 act = increases HSF-1 driven luciferase reporter signal | NIH3T3-HGL HSF-1 luciferase reporter, MG132, 8 h; 100% = twice DMSO control signal | activation, % at 9 µM | hit rate 1.7% among 300,000 | AID 504408;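 active means mean replicate activation of at least 50% with a set share of replicates each reaching 50%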;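 further: 0% = median of the neutral control wells and 100% = twice that signal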
# GSK3beta inhib = human GSK3beta kinase inhibition; GST-GSK3beta kinase, ADP-Glo luminescence, 60 min; hits give low values; activity score (negative = inhibition), % at 10 µM; hit rate 0.038% among 300,000; AID 2097;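 active means more than half of replicate wells score below -50%, meaning over 50% inhibition versus plate controls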;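 further: 0% = median DMSO wells and -100% = median GW8510 positive control wells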
# Target sequence (P49841 whole entry, looked up): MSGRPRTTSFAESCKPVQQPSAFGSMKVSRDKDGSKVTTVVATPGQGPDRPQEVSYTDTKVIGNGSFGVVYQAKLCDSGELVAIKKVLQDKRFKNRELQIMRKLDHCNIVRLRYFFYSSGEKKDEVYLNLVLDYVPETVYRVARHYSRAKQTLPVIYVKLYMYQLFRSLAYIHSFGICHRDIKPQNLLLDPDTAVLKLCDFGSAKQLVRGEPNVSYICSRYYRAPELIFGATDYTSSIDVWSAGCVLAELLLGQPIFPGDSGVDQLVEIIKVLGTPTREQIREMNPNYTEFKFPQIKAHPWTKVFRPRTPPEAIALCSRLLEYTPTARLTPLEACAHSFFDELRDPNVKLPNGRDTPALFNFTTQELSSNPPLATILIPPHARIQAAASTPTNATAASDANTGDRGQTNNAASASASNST
#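 Assay system: GST-fused GSK3beta enzyme, cell-free / Medium: Tris pH 7.5 buffer with MgCl2, DTT, BSA, heparin / Also added: peptide substrate plus 25 µM ATP (final) / Compound: 10 µM single point / Timing: kinase reaction with compound 60 min at room temperature / Detection: ADP-Glo luminescence / Benchmarks: DMSO neutral wells and GW8510 at 20 µM as positive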
# HSF1 inhib = HSF1 inhibition; NIH3T3-HGL HSE-luciferase, MG132-induced, luminescence 8 h; hits give low values; activity change, negative = inhibition, % at 7.5 µM (by protocol); hit rate 0.77% among 300,000; AID 2098;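 active means more than half of replicate wells show activity change below -50%, luminescence cut by over half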;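 further: luciferase reports HSF-1 transcriptional activity via heat shock element; 0% = median of DMSO wells and -100% = zero luminescence signal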
# aSyn UTR inh = 5' untranslated region of α-synuclein, MLPCN primary screen | alpha-synuclein 5'UTR reporter, inhibitor activity | inhibition, % (tested at 7.5 µM) | hit rate 0.82% among 300,000; in the data active means inhibition above about 60%;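 further: H4 neuroglioblastoma cells stably carrying SNCA 5'UTR luciferase fusion; 0% = DMSO wells and 100% = positive control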
# HIF act = HIF pathway transcriptional activation; U2OS HRE-luciferase reporter, luminescence; normalized: DMSO 0%, desferrioxamine 100%; activation, % at 7.5 µM (by protocol); hit rate 0.32% among 300,000; AID 1910;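 active means mean activation of at least 10% of the iron chelator positive control signal, with at least half of replicates also reaching 10%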
# AI-2 QS mod = modulates the Vibrio harveyi AI-2 quorum sensing system | Vibrio harveyi JMH597 AI-2 luminescence/OD600 ratio, 9 h; hits give low values; strain lacks LuxN and CqsS sensors; 0 = neutral-control median | activity change, % at 7.5 µM | hit rate 0.4% among 300,000; in the data active means activity change below about -75%, passing the limit was not always enough;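 further: luminescence divided by OD600 gain over 9 h not by final OD600 alone; inactives centre near 13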
# IEC-6 cytotox = IEC-6 cytotoxicity, counter-screen for KLF5 inhibitors | luminescence viability | inhibition, % at 5 µM | hit rate 0.78% among 290,000; in the data active means inhibition above about 22%;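 further: 0% = plate median of test compound wells and 100% = cytotoxic reference compound wells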
# HSP90 refold inh = inhibitors of HSP90 luciferase refolding in rabbit reticulocyte lysate; hit rate 0.91% among 290,000; AID 1789; inhibition, % at 5.6 µM; luciferase refolding luminescence, 3 h;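 active means inhibition above the screen-wide mean plus 3 SD, computed separately per campaign, cut at about 16% in these data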;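 further: 0% = DMSO wells and 100% = 60 µM geldanamycin wells; inhibitors lower the luminescence because luciferase stays unfolded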
# GSK3A inh = inhibitors of human GSK-3 alpha kinase. ADP-Glo luminescence, 60 min. inhibition, % at 10 µM. hit rate 0.1% among 320,000. AID 2650;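 in the data active means inhibition above about 50%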;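 further: GST-tagged GSK-3 alpha with peptide substrate and 25 µM ATP; 0% = DMSO neutral wells and 100% = GW8510 positive control wells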
# Target sequence (P49840 whole entry, looked up): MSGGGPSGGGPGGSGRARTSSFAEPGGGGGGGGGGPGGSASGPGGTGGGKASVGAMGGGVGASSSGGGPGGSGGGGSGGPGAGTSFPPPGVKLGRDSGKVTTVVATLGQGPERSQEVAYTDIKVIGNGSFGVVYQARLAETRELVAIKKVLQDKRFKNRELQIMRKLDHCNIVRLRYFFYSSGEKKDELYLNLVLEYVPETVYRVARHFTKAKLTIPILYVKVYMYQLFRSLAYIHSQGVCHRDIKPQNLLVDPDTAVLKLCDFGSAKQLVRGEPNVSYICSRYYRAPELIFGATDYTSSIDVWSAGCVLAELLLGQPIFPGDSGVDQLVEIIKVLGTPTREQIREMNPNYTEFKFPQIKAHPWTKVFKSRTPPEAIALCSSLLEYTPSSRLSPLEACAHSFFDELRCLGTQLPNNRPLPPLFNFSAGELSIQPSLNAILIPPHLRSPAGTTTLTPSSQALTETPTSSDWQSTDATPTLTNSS
# KLF5 inhibitor = kruppel-like factor 5 inhibition. DLD-1 KLF5 promoter-luciferase reporter, luminescence. AID 1700. inhibition, % at 5 µM. hit rate 0.23% among 290,000;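 active means inhibition above a per-plate limit of that plate's mean compound inhibition plus 3 SD, cut at about 60% in these data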;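 further: 0% = DMSO wells and 100% = LY294002 at 200 µM; higher means less KLF5 promoter-driven luciferase light; inactives centre near -14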
# * = called active by the depositor; / = no result given.
SMILES,HSF-1 act,GSK3beta inhib,HSF1 inhib,aSyn UTR inh,HIF act,AI-2 QS mod,IEC-6 cytotox,HSP90 refold inh,GSK3A inh,KLF5 inhibitor
CC(=Nc1ccc2c(c1)nc(CO)n2C)C1=C(O)CC(C)(C)CC1=O,-41,0,-28,-20,1.7,29,-2,3,1,22
COc1cccc(CN2CCN(Cc3ccc(O)cc3)CC2CCO)c1 (stereo unspecified),-32,3,-26,7,-0.5,8,5,0,-6,-14
NNC(=O)c1cnn(-c2ccccc2)c1C(F)(F)F,-7,6,-6,26,0.3,-2,-10,-2,1,15
COC(=O)c1ccccc1NC(=O)COc1ccccc1,31,2,2,-25,0.2,-3,8,2,-2,-18
Cc1ccc(C)c(N2CCN(S(=O)(=O)CC34CCC(CC3=O)C4(C)C)CC2)c1 (stereo unspecified),1,/,6,26,-9.7,/,0,3,0,-16
Cc1ccc(NC(=O)C(=O)c2ccc(C)cc2)cc1,61*,-1,19,-208,2.1,-93*,-5,0,-1,-127
O=S(=O)(c1ccc(F)cc1)N1CC=C(c2ccccc2)CC1,43,-1,16,-4,-0.2,6,2,3,0,-13
CCn1c(SCC(=O)NC2CCCC2)nnc1C(C)NC(=O)c1ccccc1F (stereo unspecified),13,2,0,7,1.1,14,5,-3,-2,-4
Cc1ccc(N(CC(O)CN2CCCCC2)S(=O)(=O)c2ccccc2[N+](=O)[O-])cc1 (stereo unspecified),-8,1,-4,-33,0.6,19,-3,2,2,-5
CC(=O)c1c(C)n(CCc2ccc(Cl)cc2)c2ccc(O)cc12,5,-5,6,4,0.3,2,1,-1,6,-21
Cc1ccc2c(CN3CCCCC3CCO)cc(=O)oc2c1 (stereo unspecified),12,-2,-5,11,0.2,11,1,-5,-2,-16
O=C(OCC(=O)N(Cc1ccccc1)C1CCS(=O)(=O)C1)c1cc2c(s1)CCCC2 (stereo unspecified),-5,2,-1,17,-0.3,19,-2,3,-2,-6
Cc1c(C(=O)N2CC(C)OC(C)C2)[nH]c2ccc(Br)cc12 (stereo unspecified),-5,0,-9,9,0.0,6,0,8,0,-26
Cn1c(SCCN2CCCCC2)nnc1-c1ccccc1Br,18,1,-4,-9,0.3,16,-6,-2,-2,-2
NC(=O)c1ccccc1O,-4,-2,-3,-13,0.2,14,-13,3,-4,-11
O=C(COc1ccc(Cl)cc1Cl)NN=C1c2ccccc2-c2ccccc21,26,0,0,-16,-0.1,-3,-2,-3,-1,-13
Cc1csc(NC(=O)CN2C(=O)c3ccccc3S2(=O)=O)n1,0,3,5,-3,-0.7,-3,6,0,0,3
Cc1ccc(NC(=O)CCSc2nnc(C)s2)cc1,5,4,0,7,0.3,8,7,9,-2,-18
O=[N+]([O-])c1cc([N+](=O)[O-])c(Oc2cc(F)cc(F)c2F)cc1NN1CCCCC1,-5,-2,1,3,0.1,3,-5,-8,3,-8
COC(=O)c1c(NC(=O)c2ccc(C)cc2)sc(Cc2ccccc2)c1C,7,0,-5,14,-9.0,13,-1,-2,1,-29
CC(C)CN(C(=O)COc1cccc(-n2cnnn2)c1)C1CCS(=O)(=O)C1 (stereo unspecified),-16,0,-2,10,0.9,27,-2,-5,-1,9
CC(C)(C)[C@H]1C=C(C(=O)Nc2ccccc2)O[C@@H](OCCCCO)C1,-69,1,-61*,-60,-4.9,16,/,/,1,/
O=C(CCC(=O)N1CCN(S(=O)(=O)c2ccc(Cl)cc2)CC1)Nc1cccc(Br)c1,2,-2,4,-2,1.8,11,2,1,-1,-33
NC(=O)[C@H]1CC2(CC(c3cccc(NC(=O)CC(c4ccccc4)c4ccccc4)c3)=NO2)CN1C(=O)C(c1ccccc1)c1ccccc1 (stereo partly specified),-10,3,-12,-4,-4.5,18,/,/,-4,/

# 4 entries from above, sorted by heavy-atom count, descending:
SMILES,HSF-1 act,GSK3beta inhib,HSF1 inhib,aSyn UTR inh,HIF act,AI-2 QS mod,IEC-6 cytotox,HSP90 refold inh,GSK3A inh,KLF5 inhibitor
NC(=O)[C@H]1CC2(CC(c3cccc(NC(=O)CC(c4ccccc4)c4ccccc4)c3)=NO2)CN1C(=O)C(c1ccccc1)c1ccccc1 (stereo partly specified),-10,3,-12,-4,-4.5,18,/,/,-4,/
O=C(CCC(=O)N1CCN(S(=O)(=O)c2ccc(Cl)cc2)CC1)Nc1cccc(Br)c1,2,-2,4,-2,1.8,11,2,1,-1,-33
Cc1ccc(NC(=O)CCSc2nnc(C)s2)cc1,5,4,0,7,0.3,8,7,9,-2,-18
NC(=O)c1ccccc1O,-4,-2,-3,-13,0.2,14,-13,3,-4,-11

# Additional structures
SMILES,HSF-1 act,GSK3beta inhib,HSF1 inhib,aSyn UTR inh,HIF act,AI-2 QS mod,IEC-6 cytotox,HSP90 refold inh,GSK3A inh,KLF5 inhibitor
COC(=O)C(N)CCCCN (stereo unspecified),0,0,-3,11,0.1,14,/,/,2,/
COc1ccc(N2CCN(C(=O)c3ccccc3N(C)S(=O)(=O)c3ccc(C)cc3)CC2)cc1,-6,1,3,23,-0.6,2,0,-2,/,5
Cc1cc(C)nc(NC(=O)/C=C/c2ccc3c(c2)OCO3)c1,37,2,22,-207,7.8,22,2,0,0,-60
CCOC(=O)C1=C(O)/C(=C\c2cc(C)n(-c3ccccc3F)c2C)N=C1C,-11,0,-2,10,-0.1,35,6,1,2,-12
CCO/N=C/C1=C(O)C(C(=O)OC)C(C)(C)CC1=O (stereo unspecified),3,5,-6,-7,-1.3,7,6,-2,-4,1
COc1ccc(/C=N/NC(=O)c2ccn[nH]2)cc1COc1ccc([N+](=O)[O-])c(C)c1,28,0,8,19,0.7,17,6,1,-1,-43
CCCc1cc(C(=O)Nc2cc(C)ccc2O)no1,120*,-1,97,-250,2.6,19,-9,0,-1,-117
CC(C)Oc1ccc(C(=O)NC(Cc2c[nH]c3ccccc23)C(=O)NN)cc1 (stereo unspecified),5,3,-2,-17,2.3,-1,3,0,-2,-20
C#Cc1ccc([C@H]2C=C(C(=O)N3CCN(Cc4ccc5c(c4)OCO5)CC3)O[C@@H](OCc3ccc(CO)cc3)C2)cc1,24,2,8,31,-0.5,21,4,2,-5,-11
CCCCNC(=O)CCC(=O)N1CCN(C(c2ccccc2)c2ccccc2)CC1,3,-4,0,-11,1.2,0,-4,1,-1,-25
O=C(O)/C=C/C(=O)N1CCN(c2ccccc2F)CC1,17,-1,-4,1,0.0,21,5,0,-4,-5
CC(=O)Nc1csc2ccccc12,-17,-1,1,-11,-0.3,-3,3,-2,-8,3
CCn1cc(C(=O)NCc2ccc3c(c2)OCO3)c(=O)c2cc(F)c(N3CCN(C(=O)c4ccco4)CC3)cc21,-13,-3,-5,-7,-0.3,47,4,8,-3,14
CC(C)c1ccc(OCc2ccc(C(=O)NN3CCN(C)CC3)o2)cc1,37,3,32,-134,2.1,10,0,19*,-4,-130
O=C(N=Nc1c(O)[nH]c2ccccc12)c1cccc(S(=O)(=O)N2CCCCC2)c1,-10,-6,-5,-1,-0.3,12,-8,1,1,-4
CC(C)CC(=O)c1c[nH]c(C(=O)NCCCN2CCOCC2)c1,4,1,0,7,-0.2,18,14,4,/,29
CC(C)COC(=O)c1cccc2c1-c1ccccc1/C2=N\O,5,2,6,37,-2.7,20,-4,-1,0,-18
O=C(NCc1cccnc1)/C(=C/c1ccc(-c2ccc(Cl)cc2)o1)S(=O)(=O)c1ccccc1,87*,-5,69,-79,-1.1,19,6,12,-3,17
O=C(Nc1cccc2ncccc12)c1ccc(Cl)cc1,-6,1,-4,-7,-0.8,23,5,10,-1,-29
N#Cc1ccc(C(=O)CSc2n[nH]c(=O)n2-c2cccnc2)cc1,/,0,/,/,/,6,3,-1,0,24
CCOC(=O)/C(C(C)=O)=C1/OC(=O)c2ccccc21,-10,0,-13,-18,-0.2,33,2,2,5,-23
CCOc1ccccc1C(=O)N/N=C/c1coc2ccc(C)cc2c1=O,/,-3,/,/,/,45,4,-3,/,-25
COCCNC(=O)CCCCCNS(=O)(=O)c1ccc(C)cc1,15,2,2,3,0.1,11,-3,0,-1,-23
O=C(O)c1ccc(CSCc2ccccc2Cl)o1,18,3,5,0,-0.9,13,4,2,3,-23
CCc1ccccc1NC(=S)Nc1cc(OC)c(NC(=O)C(C)C)cc1OC,10,-3,0,-3,-0.3,22,-1,-3,1,-30
CSc1nc(C)c2c(n1)N(c1ccc(C(F)(F)F)cc1)CC2,2,1,1,-25,-0.3,17,-4,-2,0,-19
CC(=O)Nc1ccc(S(=O)(=O)N2CCNC(=O)CC2)cc1,7,2,-8,-2,-1.0,16,-2,1,-2,-1
Oc1nc(Nc2ccccc2)sc1/C=C1\C=Nc2ccccc21,101*,1,74,-112,2.4,45,7,5,0,-97
C/C(N)=C(/C#N)C(=O)COC(=O)CNS(=O)(=O)c1ccc2ccccc2c1,6,2,-2,3,-0.6,6,5,2,-1,-4
COC(=O)C(CC(C)C)NC(=O)c1cccs1 (stereo unspecified),/,2,/,/,/,19,1,4,0,-5
CC1=CCC2C(=O)N(c3ccccc3OC(=O)c3ccccc3F)C(=O)C2C1 (stereo unspecified),11,7,0,-4,-0.3,18,-4,1,0,-5
Cc1cc(S(=O)(=O)N(Cc2ccc(C(C)(C)C)cc2)Cc2cccs2)ccc1-n1cnnn1,41,2,7,-15,0.1,39,-2,2,0,3
O=C(NCCCN1CCOCC1)c1ccc2nc(Cc3cccc(Cl)c3)oc2c1,-18,-12,0,10,-0.5,13,8,5,1,9
Cc1ccc(CNC(=O)C2CCCN(S(=O)(=O)c3c(C)noc3C)C2)cc1 (stereo unspecified),-2,1,0,16,-0.1,10,0,-2,0,-5
FC(F)Oc1ccc(NC(=S)NCc2cccnc2)cc1,0,4,-4,-3,-1.2,19,-2,-2,-10,-15
Cc1ccc(S(=O)(=O)NCC(=O)N2CCc3ccccc3C2)cc1,28,/,0,12,-24,/,-2,7,7,-11
CCCOc1ccc(CNC(=O)c2ccc3nc(N4CCOCC4)sc3c2)cc1,10,4,-8,-6,-0.3,5,4,2,2,-11
CCOC(=O)c1cc(C#N)c(N2CCN(C)CC2)nc1-c1ccccc1,5,3,1,14,-0.4,-4,-3,-1,-1,-27
CCOc1ccccc1C(=O)Nc1nnc(SCC(=O)Nc2cc(C)on2)s1,-32,2,-27,-22,0.3,21,0,-4,/,-30
Cc1cc(N2CCN(C(=O)c3ccco3)CC2)nc(-c2ccccc2)n1,0,2,-1,-4,-0.6,10,/,/,1,/
CCc1ccc(N2NC(=O)/C(=C/C=C/c3ccco3)C2=O)cc1,13,4,17,-78,0.0,16,0,1,1,-4
Cc1ccc(C)c(N2CCN(C(=O)c3ccc(N4CCOCC4)c([N+](=O)[O-])c3)CC2)c1,-21,-14,-3,28,-0.1,-9,11,8,0,-9
Cc1ccc(CNC(=O)C(=O)NCCC2CCCCN2S(=O)(=O)c2ccccc2)cc1 (stereo unspecified),10,1,-1,14,-19,15,/,/,2,/
O=C(CSc1nccc(=O)[nH]1)Nc1ccc(N2CCOCC2)cc1,-1,2,-1,13,-1.0,24,4,2,-1,-6
CCn1ncc(C2=NOC(C(=O)NCc3ccc(Cl)cc3)C2)c1C (stereo unspecified),-20,6,2,1,0.9,4,83*,5,-4,54

# Compounds as they come (roughly 4.7% active in at least one column).
